Screening data from PubChem BioAssay.
OPRM1-OPRD1 ag – agonists of human mu-delta opioid receptor heterodimerization; P35372+P41143; cells, OPRM1-OPRD1 heterodimerization, luminescence; activation, % at 9.3 µM; hit rate 0.3% among 340,000; AID 504326; in the data active = activation above about 18%;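 also: 0% = vehicle-treated cells and 100% = reference agonist; values of inactives mirror those of a sister screen read the other way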
HTR5A ag ctr – counter-screen for OPRM1-OPRD1 agonists: human HTR5A agonism. HTR5A agonist assay, luminescence, cell-based. hit rate 0.61% among 340,000. activation, % at 9.3 µM. P47898; in the data active = activation mostly above about 9.5%, no sharp cut-off; inactive = mostly below about 7.6%;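 also: 0% = cells with vehicle only and 100% = reference agonist; strong numbers were not always called active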
Target sequence (P47898 whole entry, looked up): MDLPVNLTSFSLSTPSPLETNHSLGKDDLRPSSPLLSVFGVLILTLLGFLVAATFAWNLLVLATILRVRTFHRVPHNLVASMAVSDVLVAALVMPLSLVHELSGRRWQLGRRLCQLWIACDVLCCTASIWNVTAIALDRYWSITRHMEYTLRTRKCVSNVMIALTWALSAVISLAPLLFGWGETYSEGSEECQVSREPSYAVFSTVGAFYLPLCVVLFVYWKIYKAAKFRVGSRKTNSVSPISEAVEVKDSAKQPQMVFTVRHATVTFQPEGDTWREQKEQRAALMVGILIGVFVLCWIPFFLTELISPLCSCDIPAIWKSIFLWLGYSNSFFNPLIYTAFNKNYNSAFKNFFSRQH
Keap1-Nrf2 PPI – disrupts human Keap1 binding to Nrf2 peptide. hit rate 0.15% among 340,000. Keap1 Kelch-Nrf2 peptide fluorescence polarization, 1536-well. inhibition, % at 9.4 µM. AID 504523. Q14145; in the data active = inhibition above about 12%;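 also: human Keap1 Kelch domain with fluorescein labeled Nrf2 9mer peptide probe; 0% = neutral control wells and 100% = peptide positive control; higher means more block of Keap1 binding to Nrf2 peptide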
Target sequence (Q14145 whole entry, looked up, the tested form may be a part): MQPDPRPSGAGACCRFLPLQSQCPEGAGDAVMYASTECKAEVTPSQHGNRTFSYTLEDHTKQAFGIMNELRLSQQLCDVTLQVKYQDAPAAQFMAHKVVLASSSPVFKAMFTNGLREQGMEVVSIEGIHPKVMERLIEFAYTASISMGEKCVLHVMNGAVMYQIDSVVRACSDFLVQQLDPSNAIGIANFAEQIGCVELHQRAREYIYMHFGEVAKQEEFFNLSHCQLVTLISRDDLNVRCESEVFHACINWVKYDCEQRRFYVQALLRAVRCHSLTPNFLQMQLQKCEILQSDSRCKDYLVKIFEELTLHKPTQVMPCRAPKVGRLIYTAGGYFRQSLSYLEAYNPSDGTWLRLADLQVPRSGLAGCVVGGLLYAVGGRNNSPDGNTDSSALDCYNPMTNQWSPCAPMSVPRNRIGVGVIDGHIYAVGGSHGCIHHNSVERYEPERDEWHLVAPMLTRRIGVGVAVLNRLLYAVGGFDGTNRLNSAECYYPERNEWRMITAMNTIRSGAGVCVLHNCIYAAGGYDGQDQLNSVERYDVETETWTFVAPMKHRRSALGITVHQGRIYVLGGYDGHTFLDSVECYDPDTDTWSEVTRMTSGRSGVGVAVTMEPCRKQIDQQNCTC
HTR5A inv ag – inverse agonist of human HTR5A in OPRM1-OPRD1 counter-screen; HTR5A cell line, luminescence, inverse agonism; P47898; AID 504634; hit rate 0.083% among 340,000; inhibition, % at 9.3 µM; in the data active = inhibition mostly above about 23%, no sharp cut-off; inactive = mostly below about 18%;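 also: 0% = cells with DMSO and 100% = no-cell wells with DMSO; some compounds called inactive have numbers as strong as hits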
C-LANA FP – inhibitors of KSHV LANA C-terminal domain DNA binding; hit rate 0.078% among 340,000; inhibition, % at 9 µM; MBP-C-LANA/FAM-LBS DNA binding, fluorescence polarization;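 active = highest replicate inhibition at or above 60% at 9 µM, even if other replicates fall short; inactive = all replicates below 60% inhibition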;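 also: 0% = neutral control wells and 100% = 4 µM acridine orange control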
V-ATPase pHluor – yeast V-ATPase proton transport regulation by pHLuorin; S. cerevisiae, pHLuorin cytosolic pH fluorescence; response, % at 10 µM; hit rate 0.37% among 350,000; in the data active = response mostly above about 7.3%, no sharp cut-off; inactive = mostly below about 5.4%; also: actives read high; inactives centre near 0; some compounds called inactive have numbers as strong as hits; reference of the scale not given here
Cardiac RTF inh – cardiac RTF calcium desensitization | IANBD-labeled cardiac RTF, Ca2+ fluorescence | inhibition, % at 7.15 µM | AID 493244 | P19429+P45379 | hit rate 0.12% among 340,000;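 active = inhibition above the mean inhibition of all tested compounds plus 3 SD, cut at about 17% in these data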;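 also: assay run at fixed EC70 calcium of 1.6 mM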
MOR-DOR inv ag – inverse agonist of human OPRM1-OPRD1 heterodimerization; hit rate 0.21% among 340,000; cell-based MOR-DOR heterodimer luminescence, inverse agonism; inhibition, % at 9.3 µM; P35372+P41143; AID 504357; in the data active = inhibition above about 22%, passing the limit was not always enough;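 also: 0% = cells with DMSO and 100% = wells without cells with DMSO; values of inactives mirror those of a sister screen read the other way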
RTF Ca sens act – increases calcium sensitivity of human cardiac regulated thin filaments | P19429+P45379 | hit rate 0.24% among 340,000 | activation, % at 7.2 µM | IANBD-labeled TnC RTF fluorescence at EC20 calcium; 0% EC20 calcium, 100% full calcium;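 active = activation above the mean over all tested compounds plus 3 SD, cut at about 30% in these data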;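 also: rise in fluorescence read as greater calcium sensitivity of cardiac thin filaments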
CAL PDZ FP – blocks peptide binding to the human CAL PDZ domain; Q9HD26; hit rate 0.92% among 300,000; purified CAL PDZ, TMR-peptide fluorescence polarization, 1 h; inhibition, % at 24.9 µM; AID 602252;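 active = mean inhibition of at least 30% with at least half of replicates also reaching 30%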;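 also: 0% = DMSO neutral control and 100% = excess unlabeled competitor peptide PRC23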
Active calls of the source: *; nt = not tested or not shown.

Every second line gives: OPRM1-OPRD1 ag	HTR5A ag ctr	Keap1-Nrf2 PPI	HTR5A inv ag	C-LANA FP	V-ATPase pHluor	Cardiac RTF inh	MOR-DOR inv ag	RTF Ca sens act	CAL PDZ FP
Cc1c(CC(=O)N2CCN(C(=O)C3COc4ccccc4O3)CC2)c(=O)oc2cc(O)ccc12 (stereo unspecified)
    -1.9	-1	3	1	0.2	-3	-2	10	-2	-3
O=C(C1=C[C@@H](c2ccccc2)C[C@@H](OCc2ccc(CO)cc2)O1)N1CCCCCCC1
    -3.1	-10	-8	25	-2.8	0	-5	17	1	-2
COC(=O)c1ccc(CNC(=O)COC(=O)c2cc(Cl)ccc2O)cc1
    2.1	2	-4	-6	-3.8	-1	-12	-9	8	0
COCCNC(=O)c1c(CSc2ccccc2)noc1C(=O)NCc1ccccc1
    -3.3	15	-1	-38	1.7	2	-4	18	0	-3
CCOc1ccccc1NC(=S)N1CCN(c2ccc(O)cc2)CC1
    2.6	5	2	-20	1.4	-1	-5	-12	6	-3
COc1ccccc1-c1nnc(SCCN2CCOCC2)n1-c1ccc(C)cc1
    -2.6	-3	-3	12	-2.3	-1	0	15	9	-4
CSc1nc2ccc(Br)cc2[nH]1
    -2.3	5	1	-14	1.0	-3	7	12	-1	3
CCN(CC)S(=O)(=O)c1cccc(C(=O)Nc2ccccc2)c1
    0.9	0	4	-46	1.4	4	-9	-5	4	1
COc1cc([N+](=O)[O-])ccc1NC(=O)C[n+]1ccccc1C
    -1.9	-1	-2	-12	-1.3	-4	1	11	5	2
CC1(C)Cc2c(cnn2-c2ccc(F)cc2)C(NC(=O)CCc2ccncc2)C1 (stereo unspecified)
    -2.4	2	-3	6	0.3	3	-10	12	-3	-2
COc1ccccc1CC1S/C(=N/N=C/c2ccco2)NC1=O (stereo unspecified)
    -2.9	-3	0	7	-0.9	0	-1	15	6	-4
O=C(NCCOc1ccccc1)C1Nc2ccc(C(F)(F)F)cc2C2c3ccccc3CC12 (stereo unspecified)
    0.7	-2	-3	-35	-0.4	2	-1	-4	-2	-1
CC(C)(C)NC(=O)Cn1ccc(=N)c2ccccc21
    -3.4	0	0	0	-0.8	3	-24	19	-2	-1
NS(=O)(=O)c1ccc(NC(=S)NC(=O)c2cccc(Br)c2)cc1
    -2.8	-3	0	7	-0.7	0	-8	14	-1	-2
Cc1cc(NC2C3CC4CC(C3)CC2C4)n2nnnc2n1 (stereo unspecified)
    -1.0	2	-4	3	0.4	6	-8	6	-3	2
S=c1[nH]nc(-c2cc(-c3ccccc3)n[nH]2)n1/N=C/C=C/c1ccccc1
    5.5	-6	6	12	2.3	0	2	-28	2	-2
CCCn1c(=O)[nH]c(=O)c2c1nc(-c1ccc3c(c1)OCCO3)n2CCN1CCOCC1
    nt	nt	-4	nt	-1.5	4	1	nt	-7	-3
COCCSc1nnc(NC(=O)Cc2ccc(OC)c(OC)c2)s1
    0.2	3	-4	-8	1.1	1	-8	-1	6	1
COc1ccccc1NS(=O)(=O)c1cc(C(=O)NC2CC(C)(C)NC(C)(C)C2)ccc1Cl
    0.0	-1	-6	-3	0.6	0	-5	0	0	0
CS(=O)(=O)N(CC(=O)N1CCN(Cc2ccccc2)CC1)C1CCCCC1
    -3.2	5	-1	2	1.1	-3	-11	18	5	-2
O=C(Cc1ccc(Cl)cc1)Nc1ccccc1Sc1ccccc1
    4.9	3	3	2	0.9	-3	-10	-26	2	0
Cc1c(N2C(=O)C3C4C=CC(C4)C3C2=O)c(=O)n(-c2ccccc2)n1C (stereo unspecified)
    0.9	2	6	-10	-4.4	-5	-2	-5	7	0
COc1cccc(NC(=O)C2CCCN(S(=O)(=O)c3ccc(-n4cnnn4)cc3)C2)c1 (stereo unspecified)
    0.4	3	-1	5	-0.4	-3	-3	-2	-2	-4
Cc1onc(-c2c(Cl)cccc2Cl)c1C(=O)NC1CCCCC1
    1.3	-2	1	4	-0.3	-3	10	-10	-1	-2
Cc1ccccc1Nc1cc(C(=O)NCc2ccco2)c2ccccc2n1
    0.1	-4	-10	-3	0.0	-5	-11	-1	1	-3
CC(C)C(NS(=O)(=O)c1cccs1)C(=O)NCCCN1CCCCCC1 (stereo unspecified)
    0.0	1	-4	-6	-1.6	-2	-2	0	1	4
N#CCNC1CC(=O)N(c2ccc(F)cc2)C1=O (stereo unspecified)
    -3.9	1	1	-2	-1.7	-2	0	19	-3	-2
COc1ccc(S(=O)(=O)NCC2CCCN(C(=O)c3occc3C)C2)cc1 (stereo unspecified)
    -1.9	1	-6	-1	-1.6	-1	-1	10	5	-1
CCNc1nc(NCC)nc(N(C#N)CCOc2ccccc2)n1
    -0.6	3	0	1	1.0	3	0	4	4	-2
O=C1c2ccccc2C(=O)N1CN(C(=O)COc1ccc(Cl)cc1Cl)c1cccc(F)c1
    -1.8	5	-2	-3	-2.2	1	-3	8	-8	2
CC(=O)NC(CC(=O)NC1CCCc2ccccc21)c1ccccc1 (stereo unspecified)
    1.4	4	1	4	-2.6	-1	-8	-11	-5	0
O=C(CN1C(=O)NC2(CCCC2)C1=O)Nc1ccc(F)c(Cl)c1
    0.8	-2	0	4	-0.9	-3	9	-6	-5	-5
NC(=O)c1oc2ccc(Cl)cc2c1NC(=O)CN1CCOCC1
    -1.9	-7	-3	-7	-1.3	2	6	11	3	-4
CN(CC(=O)Nc1ccccc1Cl)C(=O)COC(=O)CN1C(=O)NC2(CCCC2)C1=O
    -1.8	0	-5	-7	-2.5	-1	-5	10	-2	0
O=C1CCN(Cc2nc(-c3ccc(Cl)cc3)no2)CCN1
    17	3	-5	17	-1.1	0	4	-90	-2	0
O=C(O)c1cc(S(=O)(=O)N2CCCCCC2)c(Cl)cc1Cl
    -1.1	1	-2	11	-1.3	-6	-5	6	-5	-3
Cc1cccc(C)c1NC(=O)CNC(=O)CCC(=O)N1CCOCC1
    3.4	4	-4	-13	0.5	0	8	-22	-1	-4
CCOC(=O)C1CCN(Cc2cnc(Oc3ccc(N)cc3)s2)CC1
    3.7	-1	-1	19	0.1	1	-4	-19	2	nt
CC(C)(C)c1ccc(C(CC(=O)O)NC(=O)C23CC4CC(CC(C4)C2)C3)cc1 (stereo unspecified)
    -0.8	4	-3	-16	-2.5	3	-1	4	-6	0
O=C(C1CCCO1)N1CCN(c2c3c(nc4cc(-c5ccc(F)cc5)nn24)CCC3)CC1 (stereo unspecified)
    -2.1	8	-2	-11	-1.4	0	-14	12	1	5
CCOC(=O)C1CCCN(C(=O)C2COc3ccccc3O2)C1 (stereo unspecified)
    0.9	0	-5	-12	-0.1	-3	-16	-6	0	-11
CCc1ccc(S(=O)(=O)NCCc2cn3ccsc3n2)s1
    -0.7	-6	-5	19	-1.2	6	-7	4	4	nt
COc1cccc(/C=C2\SC(=S)N(NS(=O)(=O)c3ccc(C)cc3)C2=O)c1OC
    -3.7	1	2	-4	0.5	1	-8	19	2	-1
Cc1ccc(S(=O)(=O)N2[C@@H](c3ccc(F)cc3)C(C(=O)O)=CC[C@H]2c2ccc(C(C)C)cc2)cc1
    -1.0	-1	3	7	0.9	4	-26	5	-6	-2
O=C(Nc1nccs1)c1ccc(-c2ccc(Cl)cc2)o1
    -1.5	2	2	-5	4.9	0	2	8	-7	0
COc1ccccc1N1CC(C(=O)Nc2nnc(SCC(=O)N3CCOCC3)s2)CC1=O (stereo unspecified)
    -1.1	1	-2	15	-0.6	-1	-3	6	-3	-5
Cc1oc(-c2ccoc2)nc1CN(Cc1ccccc1)CC1CC1
    -1.8	5	-3	-14	1.9	2	-10	10	4	-3
O=C(CCS(=O)(=O)c1ccccc1)Nc1nc2ccc(F)cc2s1
    -1.8	-2	1	25	0.9	-3	3	12	-1	1
COc1cc(C(=O)N2CCN(C(=O)c3cc(-c4ccccc4)n[nH]3)CC2)cc(OC)c1OC
    -2.6	-1	3	3	0.2	-4	-1	14	-2	-1
Cc1c(C(=O)Nc2cccc([N+](=O)[O-])c2)sc2ncn(CC(=O)N3CCOCC3)c(=O)c12
    -2.3	-2	0	-18	-0.2	-6	-3	11	3	-2
CCN(CC)c1cc(C)c2cc(NC(=O)c3ccccc3F)ccc2n1
    1.4	4	1	-13	-0.6	-1	-5	-6	-3	-3
COc1cccc(S(=O)(=O)NCc2ccc(C(=O)Nc3cccc(Cl)c3)cc2)c1
    6.3	19*	-6	-46	-0.4	3	-1	-27	-3	-5
COc1ccc(CN2C(=NC(=O)C3CC3)SC3CS(=O)(=O)CC32)cc1OC (stereo unspecified)
    0.8	-1	-2	20	-0.4	18	-15	-4	6	10
CCCN1CCC(N(CCc2ccccc2)Cc2ccccc2)CC1
    1.4	-5	-1	16	0.6	-2	-12	-7	-7	0
Cc1cccc(NC(=O)C(=O)NCC2CCCN2S(=O)(=O)c2ccccc2)c1 (stereo unspecified)
    -1.7	-4	-5	11	-1.5	-4	-12	11	6	-2
COc1ccc(NC(=O)CCN2C(=O)C3C4CCC(C4)C3C2=O)cc1 (stereo unspecified)
    -2.2	5	-2	-4	-0.5	0	-2	12	3	0
C#CCNC(=O)C1=C[C@H](C)[C@@H](CCCO)[C@H](OCC)O1
    -0.9	-3	-1	9	2.6	0	-8	5	6	-3
COc1ccc(C(=O)NCc2nnc(SCC(=O)Nc3cccc(C(F)(F)F)c3)o2)cc1OC
    -2.0	6	2	-52	0.5	4	2	12	-1	1
COc1ccc(-c2nc(C)c(C(C)=O)n2O)cc1[N+](=O)[O-]
    -3.8	-1	2	3	0.6	-2	15	19	2	nt
CC(=O)c1sc(NC(=O)c2cccc(N3C(=O)CCC3=O)c2)nc1-c1ccccc1
    -1.1	5	0	-6	0.9	-2	-3	7	0	-8

Continuation.
Every second line gives: OPRM1-OPRD1 ag	HTR5A ag ctr	Keap1-Nrf2 PPI	HTR5A inv ag	C-LANA FP	V-ATPase pHluor	Cardiac RTF inh	MOR-DOR inv ag	RTF Ca sens act	CAL PDZ FP
C[C@@H]1C(=O)O[C@H]2CC34[C@H]5C[C@@H](C(C)(C)C)[C@]36[C@@H](OC(=O)[C@@H]6O)O[C@@]4(C(=O)O5)[C@]21O (stereo partly specified)
    -1.0	3	-2	0	0.0	2	-13	6	8	-6
CC(C)n1c(N2CCCC2)nc2c1c(=O)[nH]c(=O)n2C
    -1.6	1	-8	-5	-0.4	0	-3	9	-4	-3
COCc1nnc(NS(=O)(=O)c2ccc(Br)cc2)s1
    0.6	2	-3	-4	-0.1	-1	-13	-3	0	-3
CCC(C)(C)n1nnnc1C(c1ccccn1)N1CCN(c2cccc(OC)c2)CC1 (stereo unspecified)
    -1.9	-3	-3	2	-1.0	1	6	11	-3	-3
CCc1nnc(NC(=O)CSCc2cc(=O)n3nc(C(C)C)sc3n2)s1
    0.5	6	-2	1	-0.8	4	-11	-3	0	-4

Profiles, quoted from the list:
O=C(O)c1cc(S(=O)(=O)N2CCCCCC2)c(Cl)cc1Cl reads OPRM1-OPRD1 ag: -1.1; HTR5A ag ctr: 1; Keap1-Nrf2 PPI: -2; HTR5A inv ag: 11; C-LANA FP: -1.3; V-ATPase pHluor: -6; Cardiac RTF inh: -5; MOR-DOR inv ag: 6; RTF Ca sens act: -5; CAL PDZ FP: -3
CCCn1c(=O)[nH]c(=O)c2c1nc(-c1ccc3c(c1)OCCO3)n2CCN1CCOCC1 reads OPRM1-OPRD1 ag: nt; HTR5A ag ctr: nt; Keap1-Nrf2 PPI: -4; HTR5A inv ag: nt; C-LANA FP: -1.5; V-ATPase pHluor: 4; Cardiac RTF inh: 1; MOR-DOR inv ag: nt; RTF Ca sens act: -7; CAL PDZ FP: -3
